# Compound activity deposited in PubChem BioAssay by several laboratories.
# VCAM1 TNFa inh: inhibitors of TNFa-induced VCAM1 expression, primary screen, imaging, HUVEC, TNFa stimulus, immunofluorescence; AID 802, 2007; inhibition, % at 2 µM; HUVEC TNFa-induced VCAM-1 immunofluorescence, high-content imaging; 95,000 tested, 0.48% active;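 active means inhibition above the batch mean plus 3 SD, with images confirmed as a hit by eye, cut at about 37% in these data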;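 further: 0% = TNF-stimulated DMSO wells and 100% = unstimulated control wells; not every result past the cut was called active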
# CYP2C19 inhib: blockers of cytochrome P450 2C19 activity – biochemical, luminescence, ADME assay, primary screen; AID 778, 2007; CYP2C19 Supersomes, luciferin-H EGE luminescence, 30 min; inhibition, % at 5 µM; 96,000 tested, 21% active;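 active means CYP2C19 inhibition above a set limit at 5 µM in the primary screen, cut at about 50% in these data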;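 further: plate controls were negative control wells for no effect and 2.5 mM tranylcypromine positive control for full effect; values of inactives mirror those of a sister screen read the other way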
# CYP2C9 inh: blockers of cytochrome P450 2C9 activity – biochemical, luminescence, ADME assay, primary screen; 96,000 tested, 20% active; P11712; CYP2C9 Supersomes, luciferin-H conversion; inhibition, % at 5 µM;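 active means blocking of liver enzyme CYP2C9 beyond about 50% at 5 µM, limit read from the data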; further: values of inactives mirror those of a sister screen read the other way
# Target sequence (P11712 whole entry, looked up): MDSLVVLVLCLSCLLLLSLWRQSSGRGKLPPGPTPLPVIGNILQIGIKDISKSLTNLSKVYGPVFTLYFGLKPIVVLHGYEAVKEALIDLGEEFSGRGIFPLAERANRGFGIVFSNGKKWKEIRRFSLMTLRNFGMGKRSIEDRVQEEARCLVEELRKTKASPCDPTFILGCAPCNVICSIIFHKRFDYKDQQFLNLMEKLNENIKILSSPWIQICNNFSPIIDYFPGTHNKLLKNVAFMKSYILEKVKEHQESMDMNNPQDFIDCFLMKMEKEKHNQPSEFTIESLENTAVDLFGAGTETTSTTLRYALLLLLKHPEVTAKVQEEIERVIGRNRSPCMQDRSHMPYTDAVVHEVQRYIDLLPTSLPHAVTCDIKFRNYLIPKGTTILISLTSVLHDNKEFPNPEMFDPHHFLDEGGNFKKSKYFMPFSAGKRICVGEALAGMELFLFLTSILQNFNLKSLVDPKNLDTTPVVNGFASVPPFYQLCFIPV
# CYP2C19 activ: human CYP2C19 activators, primary screen, biochemical, luminescence; 96,000 tested, under 10 active; Cytochrome P450 2C19 (Homo sapiens), P33261; recombinant CYP2C19, luciferin-H EGE luminescence; hits give high values; 0 = fully inhibited enzyme, 1 = untreated enzyme; activation factor at 5 µM;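 active means activation factor of at least 2 at 5 µM in the primary screen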;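 further: 0 = wells with 2.5 mM tranylcypromine and 1 = vehicle-only wells; values of inactives mirror those of a sister screen read the other way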
# TNFa cytotox: cytotoxicity in TNFa-stimulated HUVEC, primary screen, cytotoxicity control for VCAM1 expression modulator project, imaging, Hoechst nuclei count; cell count reduction, % at 2 µM; 93,000 tested, 0.17% active; HUVEC TNFalpha-stimulated, Hoechst cell count;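 active means cell count reduction exceeding the screen mean by over 5 SD, scaled to untreated wells per plate, cut at about 78% in these data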;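 further: cells counted after 24 h of TNF alpha exposure following the 1 h pretreatment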
# CYP2C9 activ: human CYP2C9 activators, primary screen, biochemical, luminescence. Cytochrome P450 2C9 (Homo sapiens), P11712. recombinant CYP2C9, luciferin-H conversion; hits give high values; factor 1 = untreated enzyme, 0 = blocked. activation factor at 5 µM. 96,000 tested, 1.4% active;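 active means activation factor of 2 or more for CYP2C9 at a 5 µM dose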;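 further: 0 = sulfaphenazole-blocked wells and 1 = vehicle-only wells; values of inactives mirror those of a sister screen read the other way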
# Candida biofilm: clotrimazole potentiators killing Candida biofilms, primary screen, with clotrimazole, Alamar Blue. C. albicans biofilm + clotrimazole. inhibition, % at 6 µM. 85,000 tested, 0.14% active;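 active means inhibition above 20%; inactive means inhibition below 20%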;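 further: preformed 24 hr biofilms exposed to compound for 48 hr; 0% = biofilm without compound and 100% = blank killed by clotrimazole plus chlorhexidine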
# DAT uptake mod: changed hDAT dopamine uptake under cocaine IC80, either direction, primary screen, cocaine antagonist project, cell-based, LLC-PK1 hDAT, [14C]-dopamine uptake, MLSMR | B-score at 10 µM | 110,000 tested, 1.3% active | AID 449768, 2010 | LLC-PK1 hDAT cells, [14C]-dopamine uptake with cocaine IC80; actives deviate in either direction | Sodium-dependent dopamine transporter (Homo sapiens), Q01959;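 active means Z score or B-score, a plate-position-corrected score, falls beyond the plate's 99.7% confidence bounds, in either direction; inactive means both scores lie inside the 99.7% bounds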;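 further: scored against the spread of the other compound wells on the same plate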
# Target sequence (Q01959 whole entry, looked up): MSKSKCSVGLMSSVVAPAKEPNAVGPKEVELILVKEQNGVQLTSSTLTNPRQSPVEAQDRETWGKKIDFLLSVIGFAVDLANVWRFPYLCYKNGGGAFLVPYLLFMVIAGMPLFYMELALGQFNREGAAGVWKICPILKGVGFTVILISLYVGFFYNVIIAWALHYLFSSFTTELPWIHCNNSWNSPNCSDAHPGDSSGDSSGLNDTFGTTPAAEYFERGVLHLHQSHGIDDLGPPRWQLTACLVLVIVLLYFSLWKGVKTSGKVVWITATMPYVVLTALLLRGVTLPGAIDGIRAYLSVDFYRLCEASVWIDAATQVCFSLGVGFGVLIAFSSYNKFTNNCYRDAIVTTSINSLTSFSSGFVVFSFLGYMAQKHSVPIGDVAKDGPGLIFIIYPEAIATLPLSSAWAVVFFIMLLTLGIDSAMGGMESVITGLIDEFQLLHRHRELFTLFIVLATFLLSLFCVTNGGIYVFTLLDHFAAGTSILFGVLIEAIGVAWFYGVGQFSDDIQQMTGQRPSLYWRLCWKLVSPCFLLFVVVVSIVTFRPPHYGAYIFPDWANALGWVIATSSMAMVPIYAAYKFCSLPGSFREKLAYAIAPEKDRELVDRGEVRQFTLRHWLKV
# IL1B cytotox: cytotoxicity in IL-1B stimulated HUVEC, primary screen, cytotoxicity control for IL-1B NFkB translocation project, imaging, Hoechst nuclear count, IL-1B stimulus; HUVEC cell count loss; AID 845, 2007; cell count reduction, % at 2 µM; 94,000 tested, 0.41% active;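 active means cell count reduction more than 3 SD above the screen-wide mean, cut at about 70% in these data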;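 further: normalized per plate to untreated control cells as the no-loss baseline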
# The depositor's hits bear a star; / = not tested or not shown.
smiles	VCAM1 TNFa inh	CYP2C19 inhib	CYP2C9 inh	CYP2C19 activ	TNFa cytotox	CYP2C9 activ	Candida biofilm	DAT uptake mod	IL1B cytotox
O=C(COC(=O)C1(c2ccc(F)cc2)CCCC1)N1CCOCC1	13.7	45.9	0.2	0.5	-14.6	1	5.5	1.1	-17.2
O=c1ccc2cc(S(=O)(=O)N3CCN(c4cc(Cl)ccc4Cl)CC3)ccc2o1	-3.4	74.1*	87.7*	0.3	-11.1	0.1	-0.5	-0.582	6.7
C=CCn1c(SCC(=O)c2c(N)n(CCC)c(=O)n(C)c2=O)nc2sc(CC)cc2c1=O	8.8	5.1	43.0	0.9	-8.4	0.6	4.4	0.317	10.4
CN1CCN(c2ccc(Cl)cc2NC(=O)c2ccc(S(=O)(=O)N(C)C)cc2)CC1	18.3	6.5	12.2	0.9	-11.2	0.9	/	0.412	-22.3
CCOc1ccc(S(=O)(=O)N(C)c2ccc(OCC(=O)NCc3ccco3)cc2)cc1	1.7	86.1*	100.0*	0.1	-10.2	0	-1.9	0.0166	-21.2
COc1ccc(C2Nc3ccccc3C(=O)N2Cc2ccccc2)cc1Cn1nnc2ccccc21 (stereo unspecified)	-24.2	53.9*	93.5*	0.5	-22.0	0.1	/	1.15	-91.0
O=C1CSC(c2cccnc2)N1C1CCCCC1 (stereo unspecified)	-0.3	6.0	0.0	0.9	-3.6	1	5.0	-0.589	-88.6
CN1CC(=O)N(CC(=O)NCCc2ccc(F)cc2)c2ccccc2C1=O	12.6	-5.7	-12.0	1.1	5.4	1.1	9.4	-0.346	-22.5
O=C(O)CCSc1nc2ccccc2n1CCOc1ccccc1	12.7	-4.5	16.7	1	-27.3	0.8	8.6	0.259	/
CC1COC2C(O1)N(S(C)(=O)=O)CCN2S(C)(=O)=O (stereo unspecified)	-7.2	-4.9	-18.1	1	-62.0	1.2	7.4	-0.118	-16.8
CCOC(=O)C1CCCN(c2c(N3CCN(c4ccccn4)CC3)c(=O)c2=O)C1 (stereo unspecified)	/	2.1	7.4	1	/	0.9	-4.0	0.497	/
C=C(C)CSC1=C(C#N)C(c2ccccc2Cl)CC(=O)N1 (stereo unspecified)	10.7	58.2*	70.2*	0.4	-18.0	0.3	6.8	-0.125	-170.5
N#CCC(=O)NCCCOC(=O)Nc1ccc(Cl)c(Cl)c1	9.2	-6.2	1.5	1.1	-5.6	1	4.3	0.258	-50.5
CCNc1nc(N2CCCCC2)nc(-n2nnc(C(=O)OCC)c2C)n1	16.8	18.7	17.5	0.8	36.7	0.8	3.1	2.78*	-2.3
CC(C)(C)C(=O)Nc1ccc(C(=O)N/N=C/c2ccccc2OC(=O)c2ccc(Cl)cc2Cl)cc1	5.8	42.1	21.5	0.6	-6.0	0.8	/	-0.495	-13.4
COc1ccc(NC(=O)CN2CCN(CC(=O)Nc3ccccc3Cl)CC2)c(OC)c1	7.6	97.7*	73.7*	0	-15.1	0.3	6.6	2.34	11.6
O=C(NOC(=O)c1cc(Br)ccc1Cl)c1cccs1	-5.8	-6.3	-3.6	1.1	-7.8	1	7.5	0.956	-21.5
COc1ccccc1C(=O)NC(C)C(c1cccs1)N1CCN(C)CC1 (stereo unspecified)	-22.4	/	/	/	-44.4	/	6.4	0.221	-50.8
CCCNC(=O)c1ccccc1NC(=O)Nc1ccccc1C	-4.3	51.2*	23.7	0.5	-18.6	0.8	5.3	-0.00421	-0.7
C[N+]1(CCOS(=O)C23CC4CC(CC(C4)C2)C3)CCOCC1 (stereo unspecified)	3.2	-0.8	-7.6	1	-18.1	1.1	3.2	-0.956	31.7
O=C(CSCC(=O)Nc1nccs1)Nc1ccccc1	12.4	23.5	18.6	0.8	-35.3	0.8	10.5	0.567	-20.4
O=C(NC1CCCC1)C1CCC(=O)N1CCc1ccccc1 (stereo unspecified)	-21.1	36.7	53.9*	0.6	-26.3	0.5	3.6	-1.29	-0.8
CCCOc1ccc(C2C(=O)N(C3CCCCC3)CC(=O)N2CCCOCC)cc1OC (stereo unspecified)	19.0	6.4	25.7	0.9	-17.1	0.7	-1.4	/	3.9
COc1ccccc1-c1nnc2sc(COc3ccc(Cl)cc3)nn12	-1.8	81.0*	87.8*	0.2	-31.3	0.1	8.7	-0.0839	-15.0
O=C(c1nc(-c2ccccc2)n(-c2ccccc2)n1)N1CCCCCC1	26.2	-7.3	0.4	1.1	23.3	1	7.5	1.49	-23.4
COc1ccc(-n2nnnc2SCC(=O)N2CCOCC2)cc1	23.5	13.7	7.0	0.9	-15.6	0.9	7.5	2.31	-18.2
Nc1ccc2c(c1)COc1ccccc1O2	/	69.4*	35.5	0.3	/	0.6	1.2	0.65	/
COc1ccc(Cl)cc1NS(=O)(=O)c1ccc(S(=O)(=O)N2CCCC2)cc1	/	34.6	32.3	0.7	/	0.7	3.1	-0.057	/
COc1cccc(CN(C)CC(=O)NC(=O)NCc2ccco2)c1	-27.2	58.1*	28.9	0.4	-15.0	0.7	6.2	0.109	-8.9
COc1cccc(NC(=O)c2cccs2)c1	9.3	54.0*	28.9	0.5	5.3	0.7	-3.2	0.541	37.6
O=C(O)CSC(NC(=O)c1cccnc1)(C(F)(F)F)C(F)(F)F	-3.1	-13.3	3.1	1.1	19.2	1	3.5	0.512	-31.5
O=C(CCn1nc(-c2ccccc2)ccc1=O)N1CCN(c2ccccn2)CC1	/	13.1	9.6	0.9	/	0.9	4.0	-0.811	/
Cc1ccc(C(=O)NC(=S)Nc2ccc(S(=O)(=O)N(C)c3ccccc3)cc2)cc1	-0.7	4.9	5.2	1	-28.8	0.9	/	-0.381	4.8
c1ccc(-c2noc(-c3cccs3)n2)nc1	-8.1	/	/	/	7.3	/	5.2	0.0985	10.7
Cc1cccc(CC2CC(=O)N(c3ccccc3)C2=O)c1 (stereo unspecified)	0.1	88.4*	23.4	0.1	-18.0	0.8	7.1	-1.08	-4.4
CCS(=O)(=O)N1CCC(C(=O)NCc2ccc(F)cc2Cl)CC1	-3.2	-2.8	-12.3	1	-18.5	1.1	-5.4	-1.18	-72.7
CCOc1ccc(Nc2nc3cc(S(=O)(=O)N(CC)CC)ccc3o2)cc1	-1.3	14.6	23.4	0.9	-8.3	0.8	/	1.82	0.6
Cc1ccc(CNC(=O)C2CC(c3cccc([N+](=O)[O-])c3)=NO2)o1 (stereo unspecified)	-2.6	10.6	-17.8	0.9	-7.6	1.2	/	0.191	-9.2
O=C(Cc1ccc(-n2c(=S)[nH]c3ccccc3c2=O)cc1)N1CCN(c2ccccc2)CC1	-16.6	55.0*	4.5	0.4	-39.3	1	4.3	-0.0727	-9.8
Cc1cc2c(c(=O)n1CCN(C)C)C(c1ccc(Cl)cc1)C(C#N)=C(N)O2 (stereo unspecified)	14.9	21.6	12.3	0.8	12.4	0.9	8.9	1.17	11.7
CC(=O)Nc1ccc(-n2cnnn2)cc1	7.2	/	/	/	-22.1	/	-3.4	0.638	-33.1
COc1cccc(C(=O)Nc2nc3ccccc3[nH]2)c1	24.7	35.4	19.0	0.6	-3.9	0.8	5.1	-0.627	-15.0
Nc1c(C(=O)N2CCCCC2)sc(=S)n1-c1ccccc1	25.7	1.7	-8.6	1	8.3	1.1	-1.4	2.66*	-12.9
CCCC1=C(C(=O)OCC)C(c2ccc(N(C)C)cc2)n2ncnc2N1 (stereo unspecified)	2.5	16.3	13.6	0.8	-9.5	0.9	-6.7	0.661	-50.7
O=C(CSc1ncccc1C(=O)O)c1ccc2ccccc2c1	-5.8	6.1	38.9	0.9	-0.4	0.6	-2.0	1.53	12.2
Cc1cc(NS(=O)(=O)c2ccc(NC(=O)c3cc4ccccc4o3)cc2)no1	3.8	-10.4	-5.0	1.1	-5.2	1.1	/	-0.465	0.7
CC(=O)Nc1ccc2nc(N)sc2c1	11.8	/	/	/	5.3	/	1.1	-0.592	-26.6
O=C(Cn1c(=O)oc2cc(S(=O)(=O)N3CCc4ccccc43)ccc21)NC1CCCC1	11.7	21.1	64.0*	0.8	-32.1	0.4	13.9	-0.0274	-20.0
CCOC(=O)c1c(C)[nH]c(C(=O)CSc2nnc(-c3ccncc3)n2CC)c1C	-6.8	93.9*	83.8*	0.1	-10.6	0.2	/	0.119	7.7
COc1cccc(C(=O)Nc2cccc(SC)c2)c1	-2.6	87.0*	41.3	0.1	-36.3	0.6	2.9	-0.114	-16.4

# Retrieved by compound from above, 2 records:
smiles	VCAM1 TNFa inh	CYP2C19 inhib	CYP2C9 inh	CYP2C19 activ	TNFa cytotox	CYP2C9 activ	Candida biofilm	DAT uptake mod	IL1B cytotox
Cc1cc2c(c(=O)n1CCN(C)C)C(c1ccc(Cl)cc1)C(C#N)=C(N)O2 (stereo unspecified)	14.9	21.6	12.3	0.8	12.4	0.9	8.9	1.17	11.7
Cc1ccc(CNC(=O)C2CC(c3cccc([N+](=O)[O-])c3)=NO2)o1 (stereo unspecified)	-2.6	10.6	-17.8	0.9	-7.6	1.2	/	0.191	-9.2

# Other entries follow.
smiles	VCAM1 TNFa inh	CYP2C19 inhib	CYP2C9 inh	CYP2C19 activ	TNFa cytotox	CYP2C9 activ	Candida biofilm	DAT uptake mod	IL1B cytotox
Cc1ccc2c(c1)N(CC(=O)N1CCCCC1c1cccnc1)C(=O)CO2 (stereo unspecified)	0.3	33.6	4.1	0.7	4.1	1	8.9	0.191	-5.0
Cn1c(=O)c2c(nc(NCC3CCCO3)n2Cc2ccccc2)n(C)c1=O (stereo unspecified)	2.5	/	/	/	-30.8	/	-0.3	0.303	-27.4
CC1(O)CC(=O)N(c2ccccc2)O1 (stereo unspecified)	4.8	-5.4	-6.2	1.1	-25.2	1.1	4.0	0.949	6.7
Cc1ccc(CCNC(=O)CN2C(=O)COc3ccccc32)cc1	/	89.1*	59.4*	0.1	/	0.4	2.2	0.867	/
Cc1ccccc1N(CC(=O)N/N=C/c1ccc(Cl)cc1)C(=O)c1ccccc1	8.2	68.4*	97.6*	0.3	-0.4	0	/	0.974	-0.3
Cc1cccc(NC(=O)/C(=C\c2ccco2)NC(=O)c2ccccc2)c1	-2.9	13.6	32.5	0.9	-8.4	0.7	7.0	-0.414	-19.7
COc1cc(C)nc(N(C)S(=O)(=O)c2ccccc2Cl)n1	9.7	73.4*	22.6	0.3	-8.0	0.8	8.6	-2.22	-59.3
CCN(CC)S(=O)(=O)c1ccc2oc(C(=O)Nc3ccc(OC)cc3OC)c(C)c2c1	3.4	1.5	12.2	1	-13.9	0.9	7.3	-0.835	10.1
Cc1cc(=O)oc(C)c1C(=O)NCCN1CCOCC1	8.8	15.5	2.2	0.8	-7.6	1	3.7	-0.0496	/
O=C(/C=C\Nc1ccccn1)c1ccccc1	-15.6	78.6*	38.3	0.2	-29.5	0.6	-3.0	0.201	-5.5
COc1ccc(N(C(=O)c2ccco2)C(C(=O)NC2CCCCC2)c2ccccc2)cc1 (stereo unspecified)	3.5	/	/	/	-22.3	/	5.6	-0.876	-12.4
